PfHsp90 set2: inhibits growth of yeast expressing Plasmodium falciparum Hsp90; S. cerevisiae expressing PfHsp90, BacTiter-Glo ATP, 48 h; yeast lacking PDR1 and PDR3 efflux regulators; inhibition, % at 9.4 µM; actives 0.32% (n = 310,000); AID 504621;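 active means every replicate shows inhibition above about 80%, whatever the replicate mean, limit read from the data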;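 further: 0% = DMSO neutral controls and 100% = 20 µM radicicol positive controls; yeast relying on Plasmodium falciparum Hsp90 in place of its own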
Tat transport: E. coli Tat transport inhibition | inhibition, % at 10 µM | actives 0.036% (n = 340,000) | AID 488895 | E. coli MC4100 TorA-mCherry Tat export, fluorescence;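 active means mean replicate inhibition at least 50% and at least half of replicates individually reaching 50%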;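 further: exported cargo escapes ClpAP degradation while cytoplasmic cargo is degraded and loses fluorescence; 0% = median of neutral control wells and 100% = median of NaSCN control wells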
phage Ecoli inh: E. coli growth loss with phage present | growth absorbance | inhibition, % at 11.9 µM | actives 0.26% (n = 360,000) | AID 651602; in the data active means inhibition above about 11%
Mot1-301 SUMO: SUMOylation pathway inhibition by Mot1-301 growth rescue; S. cerevisiae Mot1-301 growth rescue, ATP luminescence, 38.5C; percent above DMSO median, 100 means doubled; growth rescue, % at 18.8 µM; actives 1% (n = 320,000); AID 2716;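 active means every valid replicate shows activation above 250% relative to neutral control wells; inactive means the rest, any valid replicate at or below 250%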;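 further: OY570 slx delta 5 strain wells were the positive control but not used for scaling; some compounds called inactive have numbers as strong as hits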
OPRM1-OPRD1 inv: inverse agonists of human mu-delta opioid receptor heterodimerization; P35372+P41143; cell-based MOR-DOR heterodimer luminescence, inverse agonism; inhibition, % at 9.3 µM; AID 504357; actives 0.21% (n = 340,000); in the data active means inhibition above about 22%, passing the limit was not always enough;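 further: 0% = cells with DMSO and 100% = wells without cells with DMSO; values of inactives mirror those of a sister screen read the other way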
Target sequence (P35372 whole entry, looked up): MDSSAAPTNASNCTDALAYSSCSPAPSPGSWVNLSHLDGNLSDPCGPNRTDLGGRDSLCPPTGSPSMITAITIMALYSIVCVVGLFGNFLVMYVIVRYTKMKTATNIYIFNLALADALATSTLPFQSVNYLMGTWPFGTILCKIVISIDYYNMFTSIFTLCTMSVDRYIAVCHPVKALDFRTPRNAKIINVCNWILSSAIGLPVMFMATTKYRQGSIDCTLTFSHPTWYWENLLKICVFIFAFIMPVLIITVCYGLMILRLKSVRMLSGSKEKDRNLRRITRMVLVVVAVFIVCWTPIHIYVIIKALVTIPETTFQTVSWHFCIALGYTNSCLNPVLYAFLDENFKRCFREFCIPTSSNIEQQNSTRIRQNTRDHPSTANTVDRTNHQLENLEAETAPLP
Target sequence (P41143 whole entry, looked up): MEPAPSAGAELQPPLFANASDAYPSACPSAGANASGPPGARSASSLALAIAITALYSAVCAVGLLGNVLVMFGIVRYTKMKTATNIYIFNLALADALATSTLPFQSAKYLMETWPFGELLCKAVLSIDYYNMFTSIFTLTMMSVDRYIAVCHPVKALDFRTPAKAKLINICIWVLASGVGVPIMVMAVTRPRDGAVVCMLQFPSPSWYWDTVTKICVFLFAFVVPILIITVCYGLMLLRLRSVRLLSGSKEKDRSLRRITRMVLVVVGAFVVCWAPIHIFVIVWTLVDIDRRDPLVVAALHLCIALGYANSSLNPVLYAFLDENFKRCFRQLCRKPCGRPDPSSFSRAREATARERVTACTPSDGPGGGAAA
MOR-DOR ag: OPRM1-OPRD1 heterodimerization agonism | actives 0.3% (n = 340,000) | cells, luminescence | P35372+P41143 | AID 504326 | activation, % at 9.3 µM; in the data active means activation above about 18%;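 further: 0% = vehicle-treated cells and 100% = reference agonist; values of inactives mirror those of a sister screen read the other way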
PKA-R1A activ: activates the PKA-R1A holoenzyme complex; P00514+P68181; PKA-R1A dissociation, Cy5-IP20 fluorescence polarization; scaled: DMSO 0%, 113 µM cGMP 100%; activation, % at 11.4 µM; actives 0.083% (n = 340,000); AID 504707;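 active means percent activation above the mean of all tested compounds plus 3 SD, cut at about 19% in these data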;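 further: higher means more PKAc released from R1A so a rise in polarization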
AddAB inh: less growth of phage-infected E. coli with AddAB. E. coli expressing H. pylori AddAB, absorbance growth. inhibition, % at 11.9 µM. actives 0.29% (n = 330,000). AID 435030; in the data active means inhibition above about 12%;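 further: 0% = vehicle wells of infected cells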
Arrestin-AP2 inh: human beta-arrestin and AP2 interaction inhibition; FITC-arrestin peptide / GST-AP2 beads, flow cytometry; AP2 beta2 appendage carries R879A mutation; inhibition, % at 10 µM; actives 0.31% (n = 340,000); AID 504490;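 active means inhibition above a set limit, near 3 SD of compounds lacking own fluorescence, cut at about 54% in these data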;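 further: plate controls were DMSO wells for no effect and 5 µM unlabelled arrestin peptide for full effect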
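Test system: GST-tagged AP2 beta2-adaptin appendage (R879A) on 4 µm glutathione beads; also added: fluorescein-tagged arrestin peptide at 50 nM final; timing: 12 min plus 1 h, RT; signal: flow cytometry, FL1 (488/535 nm); read-out: percent drop in bead-associated FITC signal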
E coli growth: reduces bacterial viability in AddAB counter-screen | E. coli V3065 growth, OD600 absorbance, 18 h | inhibition, % at 11.9 µM | actives 0.27% (n = 330,000);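 active means inhibition above the campaign's mean inhibition across all tested compounds plus 3 SD, cut at about 9.9% in these data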;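 further: uninfected addAB+ strain grown without phage in ampicillin broth; 0% = DMSO wells and 100% = ciprofloxacin 0.95 µg/ml wells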
Pemphigus Ab inh: inhibitors of pemphigus antibody binding to human desmoglein-3. P32926. DSG3-coupled beads, scFv-anti-DSG3-GFP binding, flow cytometry; active compounds read low. binding (percent of control), % at 10 µM. actives 0.48% (n = 310,000);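 active means binding more than 3 SD below its plate's average and above zero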;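 further: hits lower antibody fragment binding to DSG3; some compounds called inactive have numbers as strong as hits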
The depositor's hits bear a star; nt = not tested or not shown. Random draw from the library; overall some 2.8% were active at least once.

Fields: Tat transport, PKA-R1A activ, AddAB inh, E coli growth, OPRM1-OPRD1 inv, PfHsp90 set2, Mot1-301 SUMO, Pemphigus Ab inh, Arrestin-AP2 inh, phage Ecoli inh, MOR-DOR ag
> COCc1cc(C)nc(SCC(=O)NCC2CCCO2)c1C#N (stereo unspecified)
→ -8, -1, 2.3, -0.3, 18, 11, -6, 82, 0, 2.5, -2.9
> COc1ccccc1CNC(=O)C(CC(C)C)NS(=O)(=O)c1ccc2c(c1)oc(=O)n2C (stereo unspecified)
→ -12, -18, -2.0, -0.6, 11, -31, -7, 107, 2, 1.1, -1.9
> CCOc1ccc(C(=S)NC2CCCCC2)cc1OC
→ -3, -13, 4.5, 4.0, 11, 10, 2, 101, 20, 4.1, -2.1
> COc1ccc(COC(=O)CN2C(=O)NC3(CC(C)CC(C)(C)C3)C2=O)cc1F (stereo unspecified)
→ -1, -4, 1.3, -1.8, 12, nt, 6, 94, -2, -0.5, -2.4
> O=C(NN1CCOCC1)c1cc(-c2cccc(Cl)c2)nc2ccccc12
→ -6, -6, -1.0, -0.8, 2, 8, -7, 97, 28, nt, -0.3
> COc1ccc(Br)cc1S(=O)(=O)NCCCN1CCOCC1
→ 0, -6, -1.8, -4.4, 3, 9, 13, 97, -1, 2.0, -0.7
> CC1(C)CC(=O)N(CC(=O)NC2CCCC2)c2ccccc2S1(=O)=O
→ 8, -6, 1.9, -1.0, 4, -2, 5, 105, -3, 2.0, -0.8
> Cc1ccc(CN=c2c([N+](=O)[O-])nn(-c3ccc4c(c3)OCCO4)n2O)cc1
→ -6, 0, 3.1, 1.3, -40, -11, -16, 116, 1, 4.0, 7.4
> C/C(=N/NC(=O)CN1CCN(Cc2ccccc2Cl)CC1)c1cccnc1
→ 3, -2, 0.2, 0.4, 7, 16, 4, 111, 10, 0.1, -1.4
> C/C(=N\NC(=O)c1ccc(CSc2nncn2C)cc1)c1ccc(Cl)cc1
→ -1, -1, 2.7, -0.7, 9, 5, 97, 111, 3, 1.6, -1.3
> Cc1ccc(/C=N/c2sc3c(c2C(N)=O)CCCC3)o1
→ 5, 2, 4.1, -4.0, 18, -15, -17, 99, -21, 2.8, -3.4
> CC(C)c1ccc(S(=O)(=O)c2cc3cc(Br)ccc3oc2=O)cc1
→ -5, 0, 2.1, -3.5, 10, 0, 7, 96, 10, 3.8, -1.9
> COC(=O)c1cccc(NC(=O)NC23CC4CC(CC(C4)C2)C3)c1
→ -1, -4, 0.9, 0.8, -12, -24, nt, 100, 22, 2.0, 2.0
> CSc1ccccc1C(=O)OCC(=O)N1CCCCCC1
→ 3, -2, -0.7, -0.2, 6, -7, -10, 115, 45, 3.8, -1.1
> C=CCN1C(=O)CN=C1Nc1ccc(OC)cc1OC
→ 2, 0, -1.0, -3.7, 6, 27, -2, 95, 8, 2.5, -1.1
> CCCNC(=O)c1c(O)c2c([nH]c1=O)CCCC2
→ -7, 0, 3.9, 0.6, 1, -6, 7, 124, -6, 2.6, -0.3
> COc1ccc(CCN(C)CC(=O)Nc2cc(C)nc3ccccc23)cc1OC
→ -4, nt, 3.3, -0.7, nt, nt, -17, 114, 13, -0.4, nt
> S=C(NCc1ccco1)N/N=C/c1ccccc1Cl
→ -3, -3, 0.5, 0.7, -11, -11, 12, 113, 3, -0.2, 2.1
> O=C(CCNS(=O)(=O)c1ccc(F)c(F)c1)NCCN1CCOCC1
→ -8, 7, -1.0, 2.6, 11, nt, -7, 93, 2, 0.9, -2.5
> Cn1cc(/C=N/NC(=O)COc2ccccc2[N+](=O)[O-])c2ccccc21
→ 7, -8, 0.7, 0.6, 0, -3, -7, 107, -3, 2.3, 0.0
> O=C1NC(=Nc2cccc(O)c2)S/C1=C\c1cccc([N+](=O)[O-])c1
→ -4, 3, 1.0, 0.7, 15, -7, -11, 95, 10, 0.1, -2.5
> CC(=O)Nc1ccc(S(=O)(=O)N(C)CC(=O)Nc2cccc(S(=O)(=O)N3CCCC3)c2)cc1
→ -2, -11, -3.2, 0.2, 2, -7, -10, 91, -6, -0.4, -0.3
> COc1ccc(Nc2cc(Nc3cc(OC)c(OC)c(OC)c3)ncn2)cc1
→ 7, -4, -2.3, -0.3, 7, -5, 20, 96, -18, 1.4, -1.6
> CCOc1ccc(CNC(=O)c2ccc(Sc3ccc(C)cc3)c(NC(C)=O)c2)cc1OC
→ 16, -8, 0.0, -1.7, 1, -30, -14, 103, 41, 4.4, -0.1
> CCCn1cc(SCC(=O)NCc2ccc3c(c2)OCO3)c2ccccc21
→ 5, 2, -2.0, -2.5, 1, -16, 0, 93, -1, 1.5, -0.2
> COC(=O)CCCC1=CC2=C(c3ccccc3)C(=O)C(C)(OC(=O)C3CCCC3)C(=O)C2=CN1c1ccc(OC)cc1 (stereo unspecified)
→ -2, 0, 1.5, -3.4, 7, -2, 1, 97, 19, 1.9, -1.5
> Cc1nc2c(=O)oc3ccccc3c2n1-c1ccccc1
→ 9, -2, 3.0, 0.3, 4, -14, -5, 101, 5, 0.8, -0.7
> CCCCC1(C)Nc2ccccc2-c2nc3ccccc3n21 (stereo unspecified)
→ -1, -12, 1.7, 0.2, -1, nt, -16, 103, 9, 4.6, 0.2
> Cc1cc(C(=O)CSc2nc(N)cc(=O)[nH]2)c(C)n1-c1ccc(OC(F)F)cc1
→ -2, 7, 2.4, 1.1, 3, -25, -8, 95, 5, -0.3, -0.6
> COc1ccc(OC)c(C(=O)NC(CC(N)=O)c2ccc(N3CCCCCC3)c([N+](=O)[O-])c2)c1 (stereo unspecified)
→ 0, -1, 2.5, -1.7, 13, 6, -12, 100, -1, -1.2, -2.4

Single records, from the list above. Values in the order: Tat transport	PKA-R1A activ	AddAB inh	E coli growth	OPRM1-OPRD1 inv	PfHsp90 set2	Mot1-301 SUMO	Pemphigus Ab inh	Arrestin-AP2 inh	phage Ecoli inh	MOR-DOR ag
CCOc1ccc(CNC(=O)c2ccc(Sc3ccc(C)cc3)c(NC(C)=O)c2)cc1OC is entered as 16	-8	0.0	-1.7	1	-30	-14	103	41	4.4	-0.1
Cc1cc(C(=O)CSc2nc(N)cc(=O)[nH]2)c(C)n1-c1ccc(OC(F)F)cc1 is entered as -2	7	2.4	1.1	3	-25	-8	95	5	-0.3	-0.6
COc1ccc(OC)c(C(=O)NC(CC(N)=O)c2ccc(N3CCCCCC3)c([N+](=O)[O-])c2)c1 (stereo unspecified) is entered as 0	-1	2.5	-1.7	13	6	-12	100	-1	-1.2	-2.4
O=C1NC(=Nc2cccc(O)c2)S/C1=C\c1cccc([N+](=O)[O-])c1 is entered as -4	3	1.0	0.7	15	-7	-11	95	10	0.1	-2.5

Further structures
Fields: Tat transport, PKA-R1A activ, AddAB inh, E coli growth, OPRM1-OPRD1 inv, PfHsp90 set2, Mot1-301 SUMO, Pemphigus Ab inh, Arrestin-AP2 inh, phage Ecoli inh, MOR-DOR ag
> NC(=O)c1ncn([C@@H]2O[C@H](CNCc3ccc(OCC(=O)Nc4ccccn4)cc3)[C@@H](O)[C@H]2O)n1
→ -6, -1, nt, nt, 14, 1, nt, 95, 6, 3.6, -3.0
> Cc1nn2c(c1-c1ccccc1)NC1=C(C(=O)CCC1)C2c1ccccc1 (stereo unspecified)
→ 6, 0, -1.9, -0.4, 8, nt, -15, 99, -1, 1.7, -1.5
> O=C(N/N=C/c1cccc(Cl)c1)C(c1ccncc1)N1CCOCC1 (stereo unspecified)
→ -15, 9, 1.9, 1.2, 18, 5, 145, 112, 4, 2.1, -3.6
> CN(C)/N=C/c1cc(Cl)cc([N+](=O)[O-])c1O
→ 2, -6, 2.1, -1.0, 25, -52, -11, 100, 8, 1.3, -4.6
> COc1ccccc1NS(=O)(=O)c1cc(NC(=O)C2CCCO2)ccc1C (stereo unspecified)
→ 9, 1, 1.5, 2.4, 1, 13, -16, 106, -8, 2.4, -0.3
> Cc1cc2nc(CO)[nH]c2cc1C
→ 5, 5, -0.9, -3.2, 10, 0, 0, 95, -4, 0.7, -2.0
> COc1ccc(-n2c(=O)c3ccccc3n(CC(=O)NCc3ccco3)c2=O)cc1
→ 1, -7, 2.2, -4.6, 9, 14, nt, 99, 11, 1.3, -1.7
> Cc1cc(C)n2nc(C(=O)OCC(=O)N3C(C)CCCC3C)nc2n1 (stereo unspecified)
→ 9, 2, -1.0, -1.9, 11, 23, 0, 105, -10, 1.2, -1.7
> O=C(NCc1ccc(Cl)cc1)c1ccc2ccccc2n1
→ 1, -2, 2.0, -1.8, -22, -6, 85, nt, -1, 2.7, 2.9
> O=C(CN(Cc1ccccc1)S(=O)(=O)c1ccc(Br)cc1)N/N=C/c1ccccc1C(=O)O
→ 4, -1, -0.1, 0.8, 1, 16, 137, 91, -6, 0.3, -0.2
> O=C(O)c1cc(-c2ccc(Cl)cc2)n(-c2ccc(F)cc2)n1
→ -12, 11, -0.9, -1.3, 4, -26, 3, 98, 9, -1.4, -0.7
> COc1ccc(CN(C(=O)Cc2cccs2)C(C(=O)NC2CCCC2)c2ccncc2)cc1 (stereo unspecified)
→ -5, -13, 2.5, -0.1, 9, -3, 6, 88, -9, -0.3, -1.6
> c1ccc(-c2nc(N3CCOCC3)c3ccccc3n2)nc1
→ -3, -7, -0.6, -1.5, 0, -32, 481*, nt, 7, -2.2, 0.1
> CCOP(=O)(OCC)C(Nc1ccccn1)c1ccccc1 (stereo unspecified)
→ 6, -23, 1.2, 2.6, 2, -4, -14, 93, 16, 3.5, -0.4
> O=C(Nc1nc2c(Cl)c(Cl)ccc2s1)C1CC1
→ -6, -11, 0.3, -2.0, -10, -1, 22, 99, 13, 6.3, 1.8
> Cn1cc(C(=O)c2cccc(Cl)c2)cc1/C=N\O
→ 3, -5, 3.3, 1.1, 8, -8, -5, 106, -16, 5.5, -1.5
> Cc1ccc(C(=O)Nc2cccc([N+](=O)[O-])c2)cc1S(=O)(=O)Nc1ccc(NC(=O)c2ccccc2)cc1
→ -15, 5, 4.3, 2.7, -3, -14, -14, 101, 3, 1.8, 0.6
> Cc1ccc(NC(=O)Cn2cc(C(=O)C3CC3)c3ccccc32)cc1
→ 1, 3, 0.4, -1.3, -14, 23, 38, 114, -7, 1.1, 1.6

Looked up above:
For phage Ecoli inh, c1ccc(-c2nc(N3CCOCC3)c3ccccc3n2)nc1 is entered as -2.2
For Arrestin-AP2 inh, Cc1ccc(NC(=O)Cn2cc(C(=O)C3CC3)c3ccccc32)cc1 is entered as -7
For Mot1-301 SUMO, COc1ccc(CN(C(=O)Cc2cccs2)C(C(=O)NC2CCCC2)c2ccncc2)cc1 (stereo unspecified) is entered as 6
For Tat transport, CCOP(=O)(OCC)C(Nc1ccccn1)c1ccccc1 (stereo unspecified) is entered as 6
For OPRM1-OPRD1 inv, O=C(O)c1cc(-c2ccc(Cl)cc2)n(-c2ccc(F)cc2)n1 is entered as 4
For MOR-DOR ag, O=C(Nc1nc2c(Cl)c(Cl)ccc2s1)C1CC1 is entered as 1.8
